HCMV antiviral: blocks human cytomegalovirus replication; HFF cells, HCMV-luciferase reporter, 72 h; hits give low values; activity change, negative = inhibition, % at 57.5 µM; actives 4.5% (n = 410,000); AID 1259415; in the data active = activity change below about -60%; inconclusive = no clear call, values can overlap the other calls; inactive = above about -39%
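Compounds were evaluated in HFFs infected with an HCMV luciferase reporter virus (MOI 1 PFU/cell). Luciferase in lysates collected 72 h post infection served as the replication measure.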
LmPK inhibitor: blocks Leishmania mexicana pyruvate kinase activity; Q27686; purified LmPK, Kinase-Glo ATP luminescence, 1 h; Potency, µM (titrated, usually from 57.5 µM), for inactives: at the top dose activity change, negative = inhibition, hits mostly inhibitors; actives 0.37% (n = 290,000); also: potency is read from the fitted curve at half-maximal effect
Target sequence (Q27686 whole entry, looked up): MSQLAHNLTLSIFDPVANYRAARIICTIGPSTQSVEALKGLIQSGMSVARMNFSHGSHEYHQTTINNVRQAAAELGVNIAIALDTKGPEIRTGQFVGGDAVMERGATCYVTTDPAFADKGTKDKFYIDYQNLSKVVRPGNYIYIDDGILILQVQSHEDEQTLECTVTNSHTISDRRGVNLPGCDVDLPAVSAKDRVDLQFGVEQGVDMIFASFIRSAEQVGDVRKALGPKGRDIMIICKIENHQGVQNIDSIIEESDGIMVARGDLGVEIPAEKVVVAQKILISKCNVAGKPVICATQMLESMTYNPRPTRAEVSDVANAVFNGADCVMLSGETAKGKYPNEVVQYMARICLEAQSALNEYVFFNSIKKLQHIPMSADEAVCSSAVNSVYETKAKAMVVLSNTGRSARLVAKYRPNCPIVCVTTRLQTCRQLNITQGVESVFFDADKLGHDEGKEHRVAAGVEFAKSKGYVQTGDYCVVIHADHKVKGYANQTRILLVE
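0.1 nM LmPK, 0.5 mM PEP, 0.1 mM ADP; 50 mM imidazole pH 7.2, 7 mM MgCl2, 50 mM KCl; 1 h RT. Kinase-Glo luminescence readout, normalized to no-enzyme (full inhibition) and uninhibited wells.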
Sm TGR block: blocks Schistosoma mansoni thioredoxin glutathione reductase. Q962Y6. AID 485364. actives 3% (n = 360,000). purified TGR, DTNB reduction, TNB absorbance 405 nm. Potency, µM (top dose mostly 114 µM), inactives show at the highest dose activity change, negative = inhibition, usual class: inhibitors; also: potency is read from the fitted curve at half-maximal effect; nearly all actives have a fitted effect of over 60% in size
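TGR 20 nM + NADPH 100 uM (dispensed conc.), cpd preinc 15 min RT; start with NADPH (500 uM addition) then DTNB (15 mM addition). Kinetic TNB absorbance, 405 nm filter. Four-parameter Hill fit across titration.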
Tb PYK inh: blocks Trypanosoma brucei pyruvate kinase. Q57TT1. TbPYK enzyme, Kinase-Glo Plus ATP luminescence, 45 min. Potency, µM (top dose mostly 76.8 µM), inactives show at the top dose activity, negative = inhibition, hits mostly inhibitors. actives 0.12% (n = 410,000). AID 624173; also: potency is read from the fitted curve at half-maximal effect; nearly all actives have a fitted effect of over 50% in size
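Luminescent Kinase-Glo Plus end-point after 45 min room-temperature reaction of T. brucei pyruvate kinase started with 130 uM ADP (final). Buffer TEA 50 mM pH 7.2 with KCl, MgCl2, BSA, Tween-20; titration-based qHTS with fitted concentration-effect curves.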
AMA1 RON2 block: disrupts binding of P. falciparum AMA1 to RON2; actives 0.2% (n = 360,000); Potency, µM (highest dose often 58.2 µM), without a hit: at the highest dose activity change, negative = inhibition, most hits filed as inhibitors; AlphaScreen AMA1-biotinylated RON2 peptide binding;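 also: potency is read from the fitted curve at half-maximal effect; 0% = vehicle wells and -100% = peptide control; nearly all actives have a fitted effect of over 45% in size; some results filed as inactive show a strong effect at the top dose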
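AMA1 (3D7) with his tag at 25 nM final met compounds first, then biotinylated RON2 peptide at 25 nM; detection used donor plus acceptor beads, 10 µg/mL apiece, read by AlphaScreen after 30 min at room temperature.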
AmpC detergent: inhibitors of E. coli AmpC beta-lactamase with detergent | P00811 | actives 0.041% (n = 370,000) | AmpC hydrolysis of nitrocefin, absorbance 480 nm, 0.01% Triton | Potency, µM (highest dose often 114 µM), for the others: at the highest dose activity change, negative = inhibition, most hits filed as inhibitors | AID 485294;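 also: potency is read from the fitted curve at half-maximal effect; 0% = no-compound wells and -100% = no-enzyme wells; nearly all actives have a fitted effect of over 25% in size; some results filed as inactive show a strong effect at the top dose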
Target sequence (P00811 whole entry, looked up): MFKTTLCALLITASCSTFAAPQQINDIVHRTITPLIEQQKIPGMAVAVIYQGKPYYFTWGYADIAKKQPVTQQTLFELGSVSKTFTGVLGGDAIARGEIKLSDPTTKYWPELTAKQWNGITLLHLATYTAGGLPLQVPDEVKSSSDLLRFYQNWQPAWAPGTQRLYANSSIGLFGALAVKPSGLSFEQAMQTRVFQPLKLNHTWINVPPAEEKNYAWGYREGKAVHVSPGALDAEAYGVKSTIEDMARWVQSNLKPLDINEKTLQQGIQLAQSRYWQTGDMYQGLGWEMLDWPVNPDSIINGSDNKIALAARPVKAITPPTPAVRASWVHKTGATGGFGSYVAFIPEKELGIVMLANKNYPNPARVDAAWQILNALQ
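AmpC (5.3 nM in the dispensed reagent) in 20 mM phosphate pH 7.0 with 0.01% (detergent screen) or 0.0001% Triton X-100 was preincubated with compounds for 15 min at room temperature. Nitrocefin was then added from an 800 uM solution, and hydrolysis was followed at 480 nm.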
AmpC no deterg: AmpC beta-lactamase inhibition without detergent; Potency, µM (doses to about 57.1 µM), inactives show at the highest dose activity change, negative = inhibition, actives largely listed as inhibitors; actives 0.52% (n = 330,000); AID 485341; AmpC nitrocefin hydrolysis, absorbance 480 nm, 0.0001% Triton;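 also: potency is read from the fitted curve at half-maximal effect; plate controls were no compound for no effect and no enzyme for full effect; nearly all actives have a fitted effect of over 20% in size; some results filed as inactive show a strong effect at the top dose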
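AmpC (5.3 nM in the dispensed reagent) in 20 mM phosphate pH 7.0 with 0.01% (detergent screen) or 0.0001% Triton X-100 was preincubated with compounds for 15 min at room temperature. Nitrocefin was then added from an 800 uM solution, and hydrolysis was followed at 480 nm.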
The depositor's hits bear a star; u = inconclusive; x = not tested or not shown; & = joins results of further samples; [ ] = remark or other dose. Unless noted, calls follow the shape of the dose curve; as a rule, active = well fitted curve in the direction sought with a large enough effect; inconclusive = small, poorly fitted or top-dose-only effect, or another doubt; inactive = no such curve, though single readings can be large; an effect the other way counts as inactive or inconclusive. Unless noted, % is scaled to controls: 0 for no effect and ±100 for the full control effect.

SMILES	HCMV antiviral	LmPK inhibitor	Sm TGR block	Tb PYK inh	AMA1 RON2 block	AmpC detergent	AmpC no deterg
CN(Cc1ccccc1)S(=O)(=O)c1ccc(Cl)c(C(=O)NCCCN2CCOCC2)c1	-10	x	3%	2%	31%[activator]	3%	110%[activator]
CC(=O)c1ccccc1NC(=O)COC(=O)c1cc[n+]([O-])cc1	-13	x	x	3%	3%	x	-21%
O=C(NCc1ccco1)c1ccc(OC2CCN(Cc3ccccn3)CC2)cc1	-17	x	x	-3%	69%[activator]	x	x
N#Cc1cccc(NC(=S)Nc2ccccc2)c1	-68*	1%	50µM*	-5%	-1%	1%	-27%
COc1cccc(CNC(=O)c2cnc(N3CCCC3)nc2C)c1	-6	x	2%	0%	x	-7%	x
CCCN(CC(=O)Nc1ccc(F)c(F)c1F)C(=O)c1ccc2c(c1)NC(=O)CS2	u	x	x	2%	-16%	x	-18%
CCN1CCN(C(=S)Nc2ccc(Cl)cc2)CC1	17	-2%	18%	-1%	6%	1%	-9%
O=C(Nc1ccc(Cl)cc1)N[C@@H]1c2c(ccc3ccccc23)OC[C@@H]1CO	u	1%	-12%	-2%	3%	-4%	-34%
CC(=O)c1ccc(S(=O)(=O)N2CCN(c3ccccc3F)CC2)cc1	-17	8%	0%	-6%	4%	6%	0%
O=C(O)CCNC1CCCCC1	38	-2%	13%	6%	-8%	3%	-20%
CC(Cc1ccccc1)[n+]1cc(/N=C(\[O-])N(C)C)on1 (stereo not drawn)	24	-1%	0%	0%	-17%	-6%	-9%
CCOc1ccc(NC(=O)COC(=O)c2ncc(Cl)c(Cl)c2Cl)cc1	-19	2%	-4%	1%	-7%	-3%	-23%
Cc1ccc(NS(=O)(=O)c2c(F)cc(F)c(Cl)c2F)cc1S(=O)(=O)N1CCOCC1	40	x	x	-5%	-12%	x	-23%
O=C(O)c1cccc(Nc2ncnc3ccc(Br)cc23)c1	0&-7	6%	2%&-9%	1%&0%	-2%	-5%&2%	-4%
CCn1c(=O)cc(OCC(=O)N2CCC3(CC2)OCCO3)c2ccccc21	236	-1%	6%	4%	-31%	-3%	-2%
O=C(COC(=O)CC1CC2CCC1C2)NC(=O)NC1CCCC1 (stereo not drawn)	-22	2%	14%	3%	0%	-3%	1%
Cc1ccc(-n2[nH]c(C)c(/C=N/NC(=O)c3cccc([N+](=O)[O-])c3)c2=O)cc1C	x	-12%	-5%	x	x	-12%	-14%
COc1ccc(C)cc1Nc1nc(-c2ccccc2O)nc2ccccc12	32	0%	-1%	-1%	-9%	0%	-42%
CC(C)(C)c1nnc(NC(=O)Nc2ccc(Cl)cc2)s1	58	1%	-20%	-14%	-12%	2%	-33%
O=C(NCCCn1ccnc1)c1cnn2c1NC(c1ccccc1)CC2C(F)(F)F (stereo not drawn)	0	2%	-5%	7%	-4%	u	61%[activator]
COC(=O)C1=C(C)N(CC2CC2)C(=NCCN2CCOCC2)N[C@H]1c1ccccc1	x	-4%&1%	-1%&-3%	2%	1%	u	-18%&5%
O=C(NCCc1ccccn1)c1nc(Cn2cc([N+](=O)[O-])cn2)no1	-21	5%	-10%	-2%	60%[activator]	-12%	-14%
CCN(C(=O)c1ccccc1F)c1nc(-c2ccc(OC)cc2)cs1	45	5%	-20%	0%	-7%	-13%	-36%
O=C(NCc1ccccc1)c1ccc2ccccc2n1	-19	4%	-1%	2%	3%	-6%	-25%
CCN(CC)C(=O)CN1C(=O)c2cccc3cccc1c23	14	-2%	-4%	-1%	2%	-2%	-2%

Exported with values under each structure: part of the list above
Sequence of screens: HCMV antiviral	LmPK inhibitor	Sm TGR block	Tb PYK inh	AMA1 RON2 block	AmpC detergent	AmpC no deterg
- O=C(Nc1ccc(Cl)cc1)N[C@@H]1c2c(ccc3ccccc23)OC[C@@H]1CO
→ u	1%	-12%	-2%	3%	-4%	-34%
- CC(=O)c1ccc(S(=O)(=O)N2CCN(c3ccccc3F)CC2)cc1
→ -17	8%	0%	-6%	4%	6%	0%
- O=C(O)CCNC1CCCCC1
→ 38	-2%	13%	6%	-8%	3%	-20%

Fetched one by one from the list above (3):
SMILES	HCMV antiviral	LmPK inhibitor	Sm TGR block	Tb PYK inh	AMA1 RON2 block	AmpC detergent	AmpC no deterg
COc1ccc(C)cc1Nc1nc(-c2ccccc2O)nc2ccccc12	32	0%	-1%	-1%	-9%	0%	-42%
N#Cc1cccc(NC(=S)Nc2ccccc2)c1	-68*	1%	50µM*	-5%	-1%	1%	-27%
O=C(COC(=O)CC1CC2CCC1C2)NC(=O)NC1CCCC1 (stereo not drawn)	-22	2%	14%	3%	0%	-3%	1%

More entries:
SMILES	HCMV antiviral	LmPK inhibitor	Sm TGR block	Tb PYK inh	AMA1 RON2 block	AmpC detergent	AmpC no deterg
COc1ccc(CN2CCN(CCCc3ccccc3)C(CCO)C2)c(OC)c1 (stereo not drawn)	34	-11%	2%	0%	20%	-9%	-2%
CCCNC(=O)c1cc(Cl)c(NC(=O)C2=CSCCO2)cc1OC	27	-8%	-5%	0%	-12%	-19%	-11%
Fc1cccc(CCN2CCNC[C@H]2Cc2cccc3ccccc23)c1	-28	x	u	2%	0%	-3%	94%[activator]
CSc1ccccc1NC(=O)c1cc2ncc(Br)cn2n1	35	-1%	-13%	-11%	14%	-15%	-10%[2.29 µM]
COC(=O)c1ccc(Cl)c(NC(=O)CN(c2ccc(OC)c(OC)c2)S(C)(=O)=O)c1	27	3%	-7%	4%	-4%	-7%	0%
CC(=O)Cn1c(N2CCC(Cc3ccccc3)CC2)nc2c1c(=O)[nH]c(=O)n2C	43	3%	8%	u	-8%	0%	-16%
O=C(NC1CCCN(Cc2ccc(Cl)cc2)C1)c1cccc(F)c1 (stereo not drawn)	-9	-2%	-1%	4%	4%	-7%	-14%
Cc1cccnc1CCNCc1c(C(=O)N2C[C@@H](C)O[C@@H](C)C2)nc2ccc(Cl)cn12	10	-1%	-26%	-5%	42%[activator]	0%	175%[activator]
Cc1ccc(OCCSc2nc3ccccc3n2CC(=O)N2CCCCC2)c(C)c1	-19	x	21%	-10%	x	10%	x
Cc1[nH]n(-c2ccccc2)c(=O)c1/C=C1\C=NN=C1c1ccccc1	9	5%	-9%	-7%	-12%	-3%	5%
CCSCC(C)(C)n1[nH]c2ccccc2c1=O	30	x	x	-6%	-14%	x	x
COc1ccc2cc(Br)ccc2c1CC(=O)NC1CC(C)(C)NC(C)(C)C1	48	2%	6%	7%	-7%	-1%	53%
COc1ccccc1N1CCN(C(c2cccs2)C(C)NC(=O)C(=O)N2CCCCC2)CC1 (stereo not drawn)	0	9%	0%	-4%	0%	0%	98%[activator]
COc1ccc(NC(=O)CCCc2ccccc2)c(OC)c1	89	3%	2%	0%	14%	-19%	-12%
COc1ccc(NC(=O)NCCCN2CCc3ccccc3C2)cc1	-20	1%	-2%	-4%	-5%	u	-20%
CCOC(=O)C1CCN(C(=O)Nc2cccc(Cl)c2)CC1	28	-1%	3%	2%	19%	8%	-20%
Nc1ccc(S(=O)(=O)NC2(C(F)(F)F)NC(=O)N(c3ccccc3F)C2=O)cc1 (stereo not drawn)	-12	-1%	8%	6%	0%	1%	-3%
Cc1cc(C(=O)Nc2ccc(S(=O)(=O)N3CCCC3)cc2)no1	16	1%	-1%	-1%	-3%	-11%	-13%
Cc1ccc(C)c(NC(=O)COC(=O)c2ccc(S(=O)(=O)N3CCCC3)cc2)c1	11	x	x	-3%	11%	x	x
CCC(Oc1ccccc1)C(=O)Nc1ccccn1 (stereo not drawn)	-26	1%	3%	2%	-4%	-5%	-19%
CC1CC(C)(C)N(C(=O)CN2CCN(C)CC2)c2ccccc21 (stereo not drawn)	13	1%	9%	4%	-19%	u	4%
Cc1ccc(/C=N/NC(=S)Nc2cccc(S(=O)(=O)N(C)C)c2)o1	u	2%	u	-1%	90%[activator]	-12%	-52%
O=C(c1ccc2c(Cl)c3c(nc2c1)CCCC3)N1CCN(c2cccc(C(F)(F)F)c2)CC1	-15	x	3%	-5%	x	-7%	x
CCc1cc(C(=O)N2CCCC(CCC(=O)N3CCN(c4ccccn4)CC3)C2)no1 (stereo not drawn)	u	-1%	2%	3%	-9%	10%	57%
Cc1ccc(/C=N/NC(=O)c2cccc(S(=O)(=O)Nc3ccccc3Cl)c2)s1	53	-3%	2%	4%	6%	-15%	-24%
Further structures:
SMILES	HCMV antiviral	LmPK inhibitor	Sm TGR block	Tb PYK inh	AMA1 RON2 block	AmpC detergent	AmpC no deterg
Cc1ccnc(-n2c(C)cc(/C=C3\C(=O)NC(=S)N(C)C3=O)c2C)c1	46	-8%	u	-3%	-1%	5%	-18%
O=C(Oc1ccccc1-c1nnco1)c1ccc(Cl)cc1	-32	0%	-12%	-3%	-6%	u	-26%
CCc1ccc(C(=O)CSc2n[nH]c(-c3ccncc3)n2)cc1	-39	5%	-3%	1%	-1%	8%	-35%
Cc1[nH]c2ccccc2c1SCC(=O)O	6	7%	u	-1%	1%	3%	-9%
O=C(NCc1cc([N+](=O)[O-])ccc1O)c1cccc(NS(=O)(=O)c2ccccc2)c1	x	-18%	1%	-3%	9%	-2%	-43%
COc1ccccc1NC(=O)c1ccc(S(=O)(=O)N(C)C)cc1	81	1%	14%	-1%	-1%	-10%	-6%
Cc1ccc(N(NC(=O)C(O)(c2ccccc2)c2ccccc2)C(=O)CCl)cc1	-99*	1%	6.3µM*	4%	13%	1%	-16%
CC(=O)c1cccc(OCC(O)CNCC2COc3ccccc3O2)c1 (stereo not drawn)	-1	-1%	u	17%	18%	-3%	25%
Fc1ccc(CSc2ccc(-c3ccco3)nn2)cc1	21	-15%	45µM*	-2%	-13%	-1%	-29%
COC(=NC(C)C)NC(C)C	-23	-1%	-8%	3%	-1%	-6%	-8%
O=C(Nc1cccc(Cl)c1)C(Cc1ccccc1)n1cccc1 (stereo not drawn)	-37	x	1%	2%	x	-8%	x
COc1cc2c(cc1NC(=O)CSc1ccc(C)cc1)oc1ccccc12	20	3%	0%	4%	14%	-2%	-11%
Cc1ccc(C(=O)N2CCC(N3CCC(C(=O)N4CCOCC4)CC3)CC2)cc1C	-20	3%	6%	6%	11%	-7%	77%[activator]
Cn1c(=O)c2cc(NC(=S)NC3CC3)ccc2n1Cc1cccc(C(F)(F)F)c1	-11	x	x	-18%	-7%	x	x
Cc1c(C(=O)NCc2ccccc2Cl)sc2nc3n(c(=O)c12)CCCCC3	-6	x	-6%	5%	x	12%	x
CCC(CC)COC(=O)C1=C(C)NC(=O)NC1c1ccc(N(C)C)cc1 (stereo not drawn)	u	-3%	-1%	-1%	u	-7%	103%
